SMN2 splice up = SMN2 splice variant enhancement; HEK293 SMN2-luciferase splicing reporter, luminescence, 30-36 h; Potency, µM (top dose mostly 46.1 µM), for the others: at the highest dose activity change, positive = activation, usual class: activators; actives 2.8% (n = 210,000); AID 1458; also: % of control where 0% means no effect; nearly all actives have a fitted effect of over 55% in size
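qHTS luciferase splicing reporter: luminescence rises when SMN2 exon 7 is included in transfected HEK293 cells. Compound exposure lasted 30-36 h at 37C, with 4.5 mM final sodium butyrate as control, followed by a ONE-Glo read.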
TexasRed fluor = alters Texas Red total fluorescence, flagging assay interference; TRb/SRC2 Texas Red total fluorescence interference; Potency, µM (doses to about 106 µM), without a hit: top-dose fluorescence change, negative = quenching; actives 0.29% (n = 280,000); AID 1479; active = well fitted curve in either direction with a large enough effect; inconclusive = small, poorly fitted or top-dose-only effect; also: % is scaled to controls: 0 for no effect and ±100 for the full control effect
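Human TRβ ligand-binding domain (0.6 uM) and Texas Red SRC2 peptide (20 nM) in Tris buffer with 1 uM T3 and 5% DMSO were incubated with pinned compound for 5 hr at ambient temperature. Total fluorescence was computed as S + 2P (555/632 nm).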
JMJD2E inh = inhibitors of human JMJD2E histone demethylase | JMJD2E catalytic domain, FDH-coupled NADH fluorescence (FDH is formaldehyde dehydrogenase) | Potency, µM (titrated, usually from 57.1 µM), for the others: at the top dose activity change, negative = inhibition, most hits filed as inhibitors | actives 1.6% (n = 230,000); active = well fitted inhibition curve with a large enough effect, not every such curve was filed as active; inconclusive = small, poorly fitted or top-dose-only effect, or another doubt; inactive = no such curve, though single readings can be large or run the other way;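 also: 0% = wells with enzyme and -100% = buffer wells without enzyme; nearly all actives have a fitted effect of over 50% in size; many of its hits are not listed in these tables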
Target sequence (B2RXH2 1-337 limits assumed): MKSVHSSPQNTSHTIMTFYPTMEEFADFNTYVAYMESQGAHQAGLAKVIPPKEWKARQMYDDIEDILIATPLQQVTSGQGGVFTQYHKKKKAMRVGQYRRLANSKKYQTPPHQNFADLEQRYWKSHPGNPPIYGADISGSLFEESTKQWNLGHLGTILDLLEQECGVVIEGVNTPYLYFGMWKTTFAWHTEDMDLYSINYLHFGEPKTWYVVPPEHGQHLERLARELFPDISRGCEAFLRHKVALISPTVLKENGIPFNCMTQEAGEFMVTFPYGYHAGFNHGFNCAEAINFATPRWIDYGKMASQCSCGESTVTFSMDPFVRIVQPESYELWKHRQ
RECQ1 helicase = blocks DNA unwinding by human RECQ1; AID 2549; RECQ1 DNA unwinding, red fluorescence kinetic read; Potency, µM (highest dose often 57.3 µM), inactives show top-dose activity, negative = inhibition, most hits filed as inhibitors; actives 0.54% (n = 240,000); P46063;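 also: plate controls were vehicle for no effect and no enzyme for full effect; nearly all actives have a fitted effect of over 30% in size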
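RECQ1T1 50 nM; forked duplex (20 bp + 30-nt ss tails) 200 nM, ATP 2 mM final; pH 8.0, 2 mM MgCl2, 2.5 ug/ml poly(dI-dC); 15 min compound preincubation; discontinuous kinetic read over 2 h at RT.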
ALDH1A1 inh = ALDH1A1 (human) enzyme inhibition; P00352; AID 1030; Purified ALDH1A1, NADH fluorescence, propionaldehyde substrate; actives 7.3% (n = 220,000); Potency, µM (titrated, usually from 75.3 µM), inactives show at the highest dose activity, negative = inhibition, most hits filed as inhibitors; active = well fitted inhibition curve with a large enough effect, not every such curve was filed as active; inconclusive = small, poorly fitted or top-dose-only effect, or another doubt; inactive = no such curve, though single readings can be large or run the other way;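 also: plate controls were no enzyme wells and a reference inhibitor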
TRb SRC2 PPI = inhibitors of human thyroid hormone receptor beta-SRC2 interaction; P10828; Potency, µM (series often up to 106 µM), for the others: at the top dose activity change, negative = inhibition, hits mostly inhibitors; actives 0.065% (n = 280,000); TRbeta-SRC2 peptide binding, fluorescence polarization; receptor liganded with 1 µM T3;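 also: plate controls were bound peptide for no effect and peptide without receptor for full effect; nearly all actives have a fitted effect of over 50% in size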
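Fluorescence polarization of 20 nM Texas Red SRC2 peptide (20-aa NR interaction domain) bound to 0.6 uM human TRb ligand-binding domain, with 1 uM T3, after 5 hr at ambient temperature; inhibition seen as decreased polarization.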
RGS12 GoLoco inh = inhibitors of human Gai1-RGS12 GoLoco interaction (red fluorophore). actives 0.44% (n = 230,000). Potency, µM (top dose mostly 61.6 µM), for inactives: at the top dose activity, negative = inhibition, actives largely listed as inhibitors. AID 880. Gai1:RGS12 GoLoco peptide FP, rhodamine, 10 min; active = well fitted inhibition curve with a large enough effect, not every such curve was filed as active; inactive = no such curve, though single readings can be large or run the other way; also: % is scaled to controls: 0 for no effect and ±100 for the full control effect; nearly all actives have a fitted effect of over 30% in size; many of its hits are not listed in these tables
Target sequence (P63096 whole entry, looked up): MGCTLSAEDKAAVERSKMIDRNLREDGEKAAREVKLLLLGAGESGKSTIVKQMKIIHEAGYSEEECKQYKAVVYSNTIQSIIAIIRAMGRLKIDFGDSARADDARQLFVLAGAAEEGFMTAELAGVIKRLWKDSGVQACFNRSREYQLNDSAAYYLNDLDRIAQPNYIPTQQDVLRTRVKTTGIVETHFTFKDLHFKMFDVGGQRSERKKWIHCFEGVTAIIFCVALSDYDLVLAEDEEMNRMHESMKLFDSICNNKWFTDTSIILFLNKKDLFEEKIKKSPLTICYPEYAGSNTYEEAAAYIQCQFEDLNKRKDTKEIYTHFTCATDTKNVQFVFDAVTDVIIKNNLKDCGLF
LMNA splice mod = modulators of lamin A splicing. HeLa LMNA splicing GFP/RFP minigene ratio, 48 h. Potency, µM (doses to about 46.1 µM), inactives show at the highest dose ratio change, negative = inhibition, actives largely listed as inhibitors. actives 0.01% (n = 200,000); active = well fitted inhibition curve with a large enough effect in the signal ratio, with a control signal flat, not every such curve was filed as active; inconclusive = small, poorly fitted or top-dose-only effect, or effect the other way, or a change in a side signal; the % refers to the signal ratio; also: % is scaled to controls: 0 for no effect and ±100 for the full control effect
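S3 HeLa cells stably expressing lamin A-EGFP splicing minigene plus DsRed2, 600 cells/well, 48 h compound exposure at 37C. Laser-scanning cytometry; analysed as GFP (500-530 nm)/RFP (575-640 nm) total intensity ratio; 0.5% DMSO vehicle.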
Starred values were filed as active, the others as inactive; i = inactive; ? = inconclusive; · = not tested or not shown; [ ] = dose if it differs, or a comment. Unless noted, calls follow the shape of the dose curve; as a rule, active = well fitted curve in the direction sought with a large enough effect; inconclusive = small, poorly fitted or top-dose-only effect, or another doubt; inactive = no such curve, though single readings can be large; an effect the other way counts as inactive or inconclusive. Potency is read from the fitted curve at half-maximal effect.

Structure	SMN2 splice up	TexasRed fluor	JMJD2E inh	RECQ1 helicase	ALDH1A1 inh	TRb SRC2 PPI	RGS12 GoLoco inh	LMNA splice mod
COc1ccc(Cc2nnc(NC(=O)c3cccc([N+](=O)[O-])c3C)s2)cc1	1%	3%	11%	i	-15%	-17%	13%	8%
CCCn1c(-c2ccncc2)n[nH]c1=S	·	0%[53 µM]	1%	i	-11%	1%[53 µM]	18%	10%[46 µM]
O=C(O)c1ccccc1C(=O)c1ccc2c(c1)N(Cc1cccc(F)c1)C(=O)CO2	6%	-2%	?	i	-6%	5%	3%	·
O=c1cc(O)c2ccccc2n1Cc1ccccc1F	-4%	0%	?	-8%	?	4%	6%	-13%[9.22 µM]
O=C(COC(=O)CC1CC2CCC1C2)NC(=O)NCc1ccco1 (stereo not drawn)	-37%	-1%	1%	-2%	14µM*	0%	-31%	5%
CC(=O)/C(=N/Nc1ccccc1)N1CCOCC1	8%	-3%	5%	-2%	-4%	4%	4%	9%
Cc1ccc(C(=O)NC2(C(F)(F)F)N=C3SCCN3C2=O)cc1 (stereo not drawn)	0%	-1%	-3%	-2%	3%	-5%	5%	-1%
CCn1cc(C(=O)Nc2ccc(C(=O)N3CCCC3)cc2)c(=O)c2ccc(C)nc21	7%	-1%	0%	10%	11%	-3%	2%	7%
CC(=O)NC1C(=O)N=C(SCc2ccccc2)NC1=O (stereo not drawn)	-2%	2%	-2%	i	5%	1%	6%	1%
COc1ccccc1-c1nc(C(F)(F)F)c(OC)o1	-4%	1%	-24%	i	-1%	-21%	6%	-2%
O=C(Nc1nccs1)c1ccc(NC(=O)c2ccco2)cc1	?	0%	2%	-5%	6%	-3%	-2%	-10%
C=CCOc1ccc2c(OC)c3ccoc3nc2c1OC	13µM*	-3%	4%	-4%	?	1%	18%	-8%
C/C(CC(=O)Nc1ccc([N+](=O)[O-])cc1)=N/NC(=O)C1C2CCCCC21 (stereo not drawn)	·	-7%	-3%	-10%	·	-2%	2%	·
CC(C)(C)c1ccc(Cn2nc(CC(=O)O)c3ccccc3c2=O)cc1	-5%	-4%	-1%	i	4%	-6%	6%	·
O=C(Cc1ccc(Br)cc1)OCC(=O)N1CCc2ccccc2C1	2%	-9%	-2%	-3%	4%	3%	2%	8%
CC(C)Cn1c(Cc2ccccc2)n[nH]c1=S	-3%	-3%	5%	-2%	16µM*	3%	-5%	5%
CCOC(=O)C1CCCN(C(=O)Cc2ccc(C)cc2)C1 (stereo not drawn)	-21%	2%	-1%	i	-2%	-1%	6%	-3%
COc1cc(/C=C/C(=O)O)ccc1OS(=O)(=O)c1cc(C)ccc1C	11%	0%	-5%	i	11%	1%	7%	·
COc1cc2c(cc1OC)CN(C(=S)Nc1ccc(C)cc1C)CC2	-3%	0%	3%	-3%	18%	4%	-2%	-7%
CCOC(=O)c1[nH]c2ccccc2c1NC(=O)CCN1CC(C)OC(C)C1 (stereo not drawn)	-10%	1%	?	-4%	-3%	2%	-2%	0%
O=C(c1ccco1)N1CCN(S(=O)(=O)Cc2ccc(Cl)cc2)CC1	-10%	0%	3%	?	4%	0%	9%	-7%
Cc1ccc(OCC(=O)NNC(=O)c2cc(C)[nH]n2)cc1	-4%	-2%[53 µM]	5%	-12%	10%	-4%[53 µM]	-7%	1%
CC(C)CC(=O)NC(=S)Nc1cccc(NC(=O)c2ccccc2)c1	-13%	-1%	7%	?	25µM*	-5%	8%	-12%
COc1cc2c(cc1NC(=O)CSc1nc3ccccc3[nH]1)oc1ccccc12	16%	-3%	5%	-12%	?	-3%	5%	?
Cc1nc2ccc(NC(=O)c3ccc4ccccc4n3)cc2s1	35µM*	3%	0%	-6%	?	6%	-25%	8%[46 µM]
C#CCONC(=O)c1cc(OCC(F)(F)F)ccc1OCC(F)(F)F	-13%	-1%	2%	i	21%	0%	-5%	1%
Cc1ccc(OCC(=O)Nc2sc3c(c2C#N)CCC3)cc1C	-18%	-5%	5%	-1%	-15%	4%	15%	5%
Cc1nonc1NC(=O)c1ccccc1Br	-8%	2%	6%	i	-3%	-23%	0%	9%
COc1cccc(CN2CCN(Cc3nc(-c4cccs4)oc3C)CC2CCO)c1 (stereo not drawn)	·	-4%	?	-6%	-13%	-4%	13%	·
COc1ccc(/C=C/C(=O)OCC(=O)NCc2ccco2)cc1OC	13%	3%	?	-28%	?	-5%	0%	?
CC1CCCCC1NC(=O)COC(=O)COc1ccccc1Cl (stereo not drawn)	4%	-8%	-5%	-11%	-5%	1%	8%	1%[46 µM]
O=C1OC(/C=C/c2ccccc2)=NC/1=C/c1ccco1	-9%	-2%	8%	-3%	11µM*	3%	-2%	-10%
COc1cc2cc(CN(Cc3cccnc3)C(=O)NCc3ccccc3)c(=O)[nH]c2cc1OC	43%	1%	0%	-8%	?	5%	17%	-1%
COc1ccccc1C(=O)Nc1ccc(C2=NNC(=O)CC2C)cc1 (stereo not drawn)	37%	-2%	-4%	-5%	-7%	-1%	11%	7%
CC1=NN(C(=O)c2ccc(Cn3cc([N+](=O)[O-])cn3)cc2)C(O)(C(F)(F)F)C1 (stereo not drawn)	-5%	-4%	-11%	1%	4%	-3%	13%	0%
Cn1c(Cl)cnc1C1CC(=O)c2cc(Cl)ccc2O1 (stereo not drawn)	-10%	-2%	-30%	7%	18µM*	3%	-19%	?
Cc1ccccc1C(=O)O/N=C(\c1ccccc1)c1ccccn1	20%	-2%	-18%	0%	-8%	3%	-3%	-6%
Cc1cccc(CSCCNC(=O)c2ccc(CN3CCOCC3)cc2)c1	-33%[inhibitor]	0%	-4%	5%	7%	-8%	8%	?
COc1ccc(NC(=O)c2c(C)oc3c2CCCC3)cc1	-13%	0%	-1%	-8%	-9%	4%	-7%	-12%
CC1Cc2ccccc2N1C(=O)CSc1nnc2c(n1)[nH]c1ccccc12 (stereo not drawn)	-8%	1%	0%	i	-13%	2%	15%	-12%
COc1ccc(C(=O)NC(=S)NNC(=O)[C@H]2C[C@@H]2c2ccccc2)cc1OC	·	-1%	?	-7%	?	-2%	3%	·
CCN(CCNC(=O)Cn1c(=O)sc2ccccc21)c1ccccc1	13%	-3%	0%	-5%	3%	-9%	-4%	6%
CCN(CC(=O)Nc1ccc(OC)cc1)CC(=O)Nc1ccc(Cl)cc1F	-2%	-2%	6%	-21%	?	3%	-9%	·
CCOc1ccc(N2C(=O)Nc3ccccc3C2(O)C(=O)NCc2ccc(OC)cc2)cc1 (stereo not drawn)	1%	1%	-6%	-5%	?	-9%	8%	-2%[9.22 µM]
Cc1cccc(N(CC(=O)NC2CCCC2)C(=O)CS(=O)CC(=O)Nc2ccc3c(c2)OCO3)c1C (stereo not drawn)	2%	0%	2%	-5%	?	-4%	-32%	-11%
Cc1c(/C=C2\SC(=Nc3cccc(C(=O)O)c3)NC2=O)c2ccccc2n1C	·	-11%	-7%	-8%	·	3%	14%	·
CCO[C@H]1OC(C(=O)N2CCN(Cc3ccc4c(c3)OCO4)CC2)=C[C@@H](c2ccc3c(c2)OCO3)[C@@H]1CCCO	·	-1%	6%	i	0%	2%	1%	·
COc1ccccc1NS(=O)(=O)c1cc(N/C(=N\S(=O)(=O)c2ccccc2)c2ccc(F)cc2)ccc1Cl	-32%	1%	-1%	0%	-5%	4%	-4%	-1%
CC(=O)c1ccc(N2CCN(CC(=O)Nc3ccccc3N3CCOCC3)CC2)cc1	-8%	-2%	3%	0%	?	-5%	0%	·
Cc1cc2c(C)cc(=O)oc2c2c1NCCC2	-16%	-1%	?	i	?	-6%	-6%	?

Further structures
Structure	SMN2 splice up	TexasRed fluor	JMJD2E inh	RECQ1 helicase	ALDH1A1 inh	TRb SRC2 PPI	RGS12 GoLoco inh	LMNA splice mod
Cn1ncc(Br)c1C(=O)Nc1cccc(C(F)(F)F)c1	·	-2%	2%	2%	·	-3%	3%	·
Nc1ncnc2c1nc(Br)n2C1CC(O)C(CO)O1 (stereo not drawn)	0%	-4%	2%	6%	0%	-8%	2%	11%
O=C(COC(=O)CSc1cccc2cccc(Cl)c12)Nc1ncc(C(F)(F)F)cc1Cl	2%	-5%	-5%	8%	-2%	-3%	-1%	-8%
CSc1ncccc1C(=O)OCC(=O)c1ccccc1Br	-6%	-2%	-3%	-3%	?	-6%	7%	-10%[46 µM]
COc1ccc(/C=N/N2C(=O)CSC2=S)cc1	15%	-1%	-24%	i	?	-22%	34%[activator]	5%
COc1ccc(CCNC(=O)COC(=O)/C=C/c2ccc(OCC#N)c(OC)c2)cc1OC	2%	1%	?	-12%	?	4%	2%	13%
CC(=O)CC(=O)Nc1ccc(Nc2ccccc2)cc1	1%	-1%	1%	-3%	6%	-3%	6%	6%
Cc1ccc(C2CC(=O)C=C(NCC(C)C)C2)cc1 (stereo not drawn)	-8%[1.84 µM]	-1%	5%	-2%	-6%	7%	-17%	-6%
CCOC(=O)Cc1csc(NS(=O)(=O)Cc2ccccc2)n1	·	1%	6%	-4%	-5%	2%	8%	-5%
CC(=O)c1oc2ccccc2c1NC(=O)CCCN1C(=O)c2ccccc2C1=O	-22%	0%	-3%	-7%	21%	3%	-10%	2%
CNC(=S)NNC(=O)c1cccc(C(F)(F)F)c1	-3%	-3%	9%	-15%	0%	-7%	-1%	10%
CCOC(=O)c1sc2nc(C)nc(SCC(=O)N(CC)C3CCS(=O)(=O)C3)c2c1C (stereo not drawn)	-60%[inhibitor]	-5%	-23%	-7%	?	-5%	12%	·

A portion of the library. The share of hits here may be higher or lower than overall.
